Screening results: PubChem, Broad Institute
EWS-Fli inh – blocks EWS/Fli oncoprotein-driven transcription; A673 NR0B1-luciferase reporter, viability-normalised; inhibition, % at 12.6 µM; 0.67% of 350,000 active;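 active = mean inhibition of at least 50% after viability correction, with every replicate also passing that limit; inconclusive = mean reaches 50% but only one of two replicates passes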;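 also: firefly luciferase signal divided by Alamar Blue viability fluorescence both relative to DMSO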
ERp5 inh – blocks human ERp5 reductase activity on insulin | ERp5 insulin aggregation, absorbance 650 nm, 90 min | inhibition, % at 9.99 µM | AID 651711 | Q15084 | 0.05% of 350,000 active;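 active = mean replicate inhibition above about 25%, with every replicate also reaching it, limit read from the data, passing the limit was not always enough; inconclusive = only one of those two criteria met; inactive = neither criterion met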
Target sequence (Q15084 whole entry, looked up): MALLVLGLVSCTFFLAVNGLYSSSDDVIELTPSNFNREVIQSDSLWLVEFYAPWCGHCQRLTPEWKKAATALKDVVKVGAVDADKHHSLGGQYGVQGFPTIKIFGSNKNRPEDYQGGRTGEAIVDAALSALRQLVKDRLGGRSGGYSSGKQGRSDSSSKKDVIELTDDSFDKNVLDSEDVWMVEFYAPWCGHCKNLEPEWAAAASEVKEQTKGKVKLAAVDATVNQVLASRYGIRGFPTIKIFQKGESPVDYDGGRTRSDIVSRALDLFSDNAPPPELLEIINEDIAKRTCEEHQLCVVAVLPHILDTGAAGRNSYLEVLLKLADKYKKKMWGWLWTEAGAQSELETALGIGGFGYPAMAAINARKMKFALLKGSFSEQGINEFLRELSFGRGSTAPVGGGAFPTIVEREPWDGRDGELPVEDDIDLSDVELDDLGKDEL
GSIS activator – primary screen for activators of insulin secretion dependent on glucose, INS-1E cells, GLuc reporter luminescence. AID 743287. INS-1E GLuc reporter insulin secretion, 2-3 h. 0.61% of 370,000 active. activation, % at 16.6 µM;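 active = lowest replicate activation of at least 40%, so every replicate reaches that level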;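 also: 0% = median of neutral control wells and 100% = median of IBMX positive control wells; some compounds called inactive have numbers as strong as hits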
PAX8 reporter – inhibitors of PAX8 transcriptional activity in RMG-I cells. RMG-I TPO-luciferase reporter, SteadyGlo, 24 h. inhibition, % at 12.6 µM. 1.2% of 360,000 active;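 active = mean replicate inhibition at least 60% with every replicate also reaching 60%; inconclusive = only one of the two criteria is met; inactive = mean below 60% and not all replicates reaching 60%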;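 also: luciferase light reporting Pax8 driven TPO promoter activity; plate controls were median of neutral control wells for no effect and mitoxantrone controls for full effect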
Xi reactivation – X-chromosome reactivation activator; AID 743238; XiGFP mouse fibroblasts, % GFP-positive cells imaging, 3 d; cells co-treated with 5-aza-dC sensitizer; scaled so ellipticine positive control = 100%; activation, % at 7.58 µM; 0.055% of 360,000 active;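 active = mean normalized replicate activation at least 10% and every replicate at or above 10%; inconclusive = only one of the two criteria met; inactive = mean below 10% and not all replicates reach 10%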;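 also: 0% = median of on-plate neutral control wells and 100% = ellipticine 6 µM median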
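System: 68-5-11 XiGFP fibroblast line; Timing: 3 days compound exposure; Compound dosing: one concentration, pinned; Benchmarks: positive control ellipticine, 6 µM final; Buffer or medium: DMEM containing 5-aza-dC.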
F508del corr – CFTR F508del correction in bronchial cells. CFBE cells, YFP halide quenching; stimulated with forskolin plus potentiator P3; % fluorescence drop versus neutral controls. activity (quench increase), % at 7.58 µM. 0.36% of 350,000 active. AID 720511;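 active = mean added fluorescence quench of at least 8% versus neutral control, with both replicates also reaching 8%; inconclusive = only one of the mean or replicate conditions met; inactive = mean below 8% and not both replicates reaching 8%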;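 also: cells transiently co-express mutant CFTR-F508del with the halide-sensitive YFP; corrector assay measuring rescue of mutant channel to the surface after 24 h compound exposure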
DENV2 CPE rescue – protects cells from dengue virus 2 cytopathic effect | AID 651640 | CPE inhibition, % at 9.99 µM | 1.7% of 350,000 active | DENV2-infected cells, cytopathic effect rescue, plate reader; in the data active = CPE inhibition above about 20%, passing the limit was not always enough; inconclusive = no clear call, values can overlap the other calls; tested in BHK-21 cells;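 also: 0% = median of neutral control wells and 100% = median of positive control wells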
ARNT TACC3 PPI – disruptors of human ARNT/TACC3 interaction. AlphaScreen His-ARNT PAS-B/GST-TACC3 binding, luminescence; TACC3 fragment carries E629A point mutation. 0.66% of 390,000 active. inhibition, % at 9.99 µM. Q9Y6A5;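 active = mean inhibition of replicates at least 50% and at least half of replicates each reaching 50%; inconclusive = half or more replicates reach 50% but mean below 50%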;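 also: 0% = complete ARNT plus TACC3 wells and 100% = ARNT alone without TACC3; many hits fall short of the cut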
Active calls of the source: *; ? = inconclusive; . = no result given.

nr	Compound	EWS-Fli inh	ERp5 inh	GSIS activator	PAX8 reporter	Xi reactivation	F508del corr	DENV2 CPE rescue	ARNT TACC3 PPI
1	CC(Cl)C(=O)Nc1cc(C(F)(F)F)ccc1N1CCOCC1 (stereo not drawn)	2	1	5	13	0.1	2.1	-3	2
2	CCCc1nn(C)c(C(=O)Nc2ccc(C(C)(C)C)cc2)c1Cl	.	.	-10	-6	1.2	.	.	-9
3	O=S(=O)(Nc1ccccc1)c1ccc2c(c1)CCO2	-3	3	-4	-9	0.0	1.4	-5	2
4	Cc1nn(C)c(C)c1CNC(=O)Nc1cccc(Cl)c1	-53	-2	-7	-107	0.1	0.9	1	6
5	COCCNC(=O)c1ccc(CS(=O)(=O)c2ccc(OC)cc2)o1	-1	-1	-1	1	0.2	2.1	4	-3
6	COC(=O)Nc1nn(-c2ccc(C)cc2)c(=O)c(C#N)c1C	-5	7	-7	-7	-0.2	-1.1	3	-4
7	Cc1ccc(S(=O)(=O)NCC[C@H]2CC[C@H](NS(=O)(=O)c3ccccc3Cl)[C@H](CO)O2)cc1	2	1	-8	9	-0.1	-0.2	-4	0
8	CC(NC(=O)CN1C(=O)NC(C)(c2cccc3ccccc23)C1=O)c1ccccc1 (stereo not drawn)	-5	-1	-14	13	-0.1	-3.3	?	-4
9	CNC[C@H]1Oc2c(NS(=O)(=O)c3cn(C)cn3)cccc2C(=O)N([C@@H](C)CO)C[C@@H]1C	5	-3	12	-39	-0.2	-1.9	-1	5
10	C[C@H]1CN([C@@H](C)CO)C(=O)c2cc(-c3ccc(C#N)cc3)cnc2O[C@@H]1CN(C)Cc1cccnc1	-2	0	-2	.	0.1	-1.1	-3	-4
11	Cc1ccc(-c2nn(-c3cccc(F)c3)cc2CN(Cc2nccn2C)C(C)C)o1	-9	3	15	-7	0.0	.	1	2
12	CCc1cccc(CC)c1NC(=O)c1cc(CN2C(=O)c3ccccc3C2=O)ccc1OC	9	2	12	14	0.0	0.4	6	17
13	CN(C)C(=O)[C@@H]1[C@@H](CO)[C@@H]2Cn3c(ccc(-c4cccnc4)c3=O)[C@@H]2N1Cc1ccccc1F	-2	1	9	-19	0.4	4.9	10	-3
14	CCN(CC)CCN(CC(=O)N(C1CCCCC1)C1CCCCC1)C(=O)c1ccco1	5	-4	0	5	0.0	2.9	-4	9
15	O=C(CSc1ccc2ccccc2n1)NCCC1=CCCCC1	.	.	-13	2	0.2	.	.	-6

nr	Compound	EWS-Fli inh	ERp5 inh	GSIS activator	PAX8 reporter	Xi reactivation	F508del corr	DENV2 CPE rescue	ARNT TACC3 PPI
16	NC(=O)NC(Cc1ccccc1)C(=O)N1CCN(S(=O)(=O)c2ccc(Cl)cc2)CC1 (stereo not drawn)	-2	-10	14	-7	0.1	3.8	-3	-11
17	COc1cccc(-c2cnc(C(O)c3ccc(CN4CCCC4)cc3)[nH]2)c1 (stereo not drawn)	-6	-4	26	1	0.0	-1.9	2	.
18	C#CCN1CC(COc2ccccc2)Oc2cccc(Oc3ccc(OC)cc3)c2S1(=O)=O (stereo not drawn)	2	4	2	-14	0.1	3.2	0	.
19	CNC(=O)C[C@@H]1CC[C@@H]2[C@H](COC[C@H](O)CN2C(=O)Nc2cccc(OC)c2)O1	-9	1	-2	-3	0.0	-1.8	-1	5
20	Cc1ccc2nc3c(cc(C(=O)NCc4ccccc4)c(=N)n3CCCn3ccnc3)c(=O)n2c1	4	-3	9	-16	-0.1	-0.1	-1	-3
21	CCN(CC)C(=O)C1CCCN(Cc2nc(-c3cnccn3)no2)C1 (stereo not drawn)	7	0	5	4	0.3	-5.3	2	-4
22	O=C(c1ccc2c(c1)OCO2)N1CC(=O)N2[C@H](CO)[C@H](c3ccc(C#CC4CCCC4)cc3)[C@H]2C1	5	-2	-14	-6	0.0	4.6	-1	.
23	CC(C)NC(=O)N(C)C[C@H]1Oc2c(NS(=O)(=O)c3ccc(F)cc3)cccc2C(=O)N([C@@H](C)CO)C[C@@H]1C	-11	3	9	-2	0.0	-2.6	-4	-10
24	COC(=O)C[C@H]1C=C[C@@H](NC(=O)C2CC2)[C@@H](CO)O1	-1	1	6	-27	0.0	1.6	-13	.
25	COc1ccc(NC(=O)Cn2nnc(C(=O)NCc3cccs3)c2N)cc1Cl	.	2	3	11	0.1	-2.8	-4	-4
26	Cc1ccccc1Nc1sc(C(=O)Nc2cccc(Cl)c2)c(N)c1C(N)=O	-1	2	5	7	0.1	1.5	4	12
27	Cc1cc(Br)ccc1NS(=O)(=O)c1c(C)[nH]c(=O)[nH]c1=O	8	2	3	-4	0.2	-3.9	-2	-21
28	CCOCCCNC(=O)C1(O)c2ccccc2NC(=O)N1c1ccc(Cl)cc1 (stereo not drawn)	-16	1	-1	7	0.1	0.3	-4	-7
29	C[C@H](CO)N1C[C@H](C)[C@@H](CN(C)C(=O)Nc2ccccc2)OCCCC[C@H](C)Oc2ccc(NC(=O)c3ccncc3)cc2C1=O	-8	-1	-7	-20	0.0	-2.4	-8	-3
30	COc1ccc(NC(=O)N(C)C[C@@H]2Oc3ccc(NS(=O)(=O)c4cccs4)cc3C(=O)N([C@@H](C)CO)C[C@H]2C)cc1	-8	-1	22	.	0.0	1.7	3	0

nr	Compound	EWS-Fli inh	ERp5 inh	GSIS activator	PAX8 reporter	Xi reactivation	F508del corr	DENV2 CPE rescue	ARNT TACC3 PPI
31	COc1ccc(-c2c(C#Cc3ccsc3)c3cc(-c4ccc5[nH]ccc5c4)ccc3n2C)cc1	-8	10	-7	6	4.7	5.6	6	-3
32	Cc1nc2scc(C)n2c(=O)c1S(=O)(=O)NCC1CCN(Cc2ccc(F)cc2)CC1	10	8	10	20	0.0	-1.3	6	-12
33	COc1ccc(-c2cc(C(=O)NCc3ccco3)c3ccccc3n2)cc1	-9	6	-6	-6	0.0	1.6	-1	-6
34	Cc1cc(C)cc(N(CC(=O)N2CCCCCC2)S(C)(=O)=O)c1	8	2	10	2	-0.1	-0.5	4	-7
35	O=C(OCc1ccc([N+](=O)[O-])cc1)c1cc(=O)c2ccccc2o1	-7	1	7	-4	0.4	-3.3	5	1
36	CC(=O)Nc1ccc(SCC(=O)Nc2ccccc2Oc2ccccc2)cc1	.	.	5	11	0.1	.	.	-10
37	CCN(CC)S(=O)(=O)c1cccc(NC(=O)/C=C/c2cccc([N+](=O)[O-])c2)c1	6	12	.	12	0.5	.	1	-6
38	CCOC(=O)c1ccc(NC(=O)CSc2nc3sc(C(=O)O)c(C)c3c(=O)[nH]2)cc1	8	0	-9	1	0.1	-1.4	-5	-4
39	CC12C=CC3(O1)C(C(=O)N1CCCOC13)C2C(=O)O (stereo not drawn)	7	-1	6	-10	0.0	-1.9	0	-5
40	CCOC1(C)OCC(=O)[C@]2(CCC3C4CCC5=CC(=O)C=CC5(C)C4C(=O)CC32C)O1 (stereo partly drawn)	.	.	-10	7	0.0	.	.	-2
41	CCc1cccc(C)c1NC(=O)CC1Oc2ccc(C)cc2NC1=O (stereo not drawn)	28	1	-5	-15	-0.1	-2.6	-1	-6
42	CCOC(=O)c1ccc(S(=O)(=O)Nc2nc3cc(S(=O)(=O)NC4=NCCCCC4)ccc3s2)cc1	10	1	-19	2	0.0	-2.9	5	2
43	COCC#Cc1ccc([C@@H]2[C@H](CO)N3C(=O)CN(C(=O)Nc4ccc(F)cc4)C[C@@H]23)cc1	-1	-2	9	3	-0.1	-4.3	2	.
44	C[C@H](CO)N1C[C@H](C)[C@H](CN(C)Cc2ccc(-c3ccccc3)cc2)Oc2c(NS(=O)(=O)c3cn(C)cn3)cccc2C1=O	0	1	-7	-5	0.1	-1.2	-3	-7
45	COc1ccc2c3c([nH]c2c1)[C@@H](CO)NCC31CN(S(=O)(=O)c2cccs2)C1	-10	.	0	.	0.1	0.4	5	.

nr	Compound	EWS-Fli inh	ERp5 inh	GSIS activator	PAX8 reporter	Xi reactivation	F508del corr	DENV2 CPE rescue	ARNT TACC3 PPI
46	Cc1csc2c(=O)sc(NC(=O)c3ccc(F)cc3)nc12	6	0	-8	16	0.1	0.6	8	.
47	CC(=O)Nc1ccc(S(=O)(=O)N=S(C)(C)=O)cc1	-1	0	13	4	0.0	.	-5	-1
48	COc1ccc2c3c([nH]c2c1)[C@@H](CO)N(Cc1ccc(Cl)cc1)CC31CN(Cc2nccs2)C1	8	.	-2	14	0.1	0.6	13	.
49	COc1cccc(C(=O)OCC(=O)c2c[nH]c3ccccc23)c1O	-5	8	-1	-1	-0.2	-2.5	-1	18
50	COc1ccc2c3c(n(C)c2c1)[C@@H](CO)N(Cc1ccncc1)CC31CN(C(=O)Cc2ccncc2)C1	0	-6	-6	11	0.2	-1.1	8	.
51	CCCC(=O)Nc1ccc2c(c1)C(=O)N(C)C[C@H](OC)[C@@H](C)CN(C(=O)CN(C)C)[C@@H](C)CO2	1	7	3	.	-0.1	-1.2	-4	-3
52	Cc1ccc2nc(SCC(=O)N3N=C(c4cccs4)CC3c3ccc(F)cc3)nc(=O)n2c1 (stereo not drawn)	10	-5	-16	12	0.3	-2.9	0	.
53	O=C(CCCC(=O)c1ccccc1)NCCc1ccccc1	2	4	7	0	0.1	0.3	7	-5
54	Cc1ccc2nc(-c3ccccc3)cc(C(=O)NCC(c3ccco3)N(C)C)c2c1 (stereo not drawn)	-14	3	-18	-7	0.1	1.5	3	8
55	C[C@H](CO)N1C[C@H](C)[C@H](CN(C)Cc2ccc(C(=O)Nc3ccccc3N)cc2)Oc2c(NC(=O)c3nc4ccccc4s3)cccc2C1=O	25	2	0	.	-0.6	0.1	-6	16
56	O=C(O)c1cc(C2CC2)nc2ccccc12	0	.	6	8	0.0	0.2	.	12
57	S=C(NCCc1ccccc1)Nc1ccccc1	-46	2	1	-124	0.0	-0.4	.	-5
58	CCCCN1C(=O)C(CC(=O)NCCCN(C)C)CC(C(=O)N2CCOCC2)=C1C (stereo not drawn)	-4	-2	1	-9	0.0	-3.2	8	.
59	CC(C)CNC(=O)C(=O)Nc1cc2c3c(c1)C(C)C(=O)N3CCC2 (stereo not drawn)	4	-10	1	7	0.1	3.4	-4	-1
60	CCNC(=O)N1CCN(c2ccc(N3CCN(Cc4ccccc4)[C@@H](C)C3)c(C)c2)[C@@H](C)C1	7	0	.	-1	0.5	-3.9	5	.

nr	Compound	EWS-Fli inh	ERp5 inh	GSIS activator	PAX8 reporter	Xi reactivation	F508del corr	DENV2 CPE rescue	ARNT TACC3 PPI
61	Cc1cccn2c(=O)c(/C=C(\C#N)C(N)=O)c(N3CCN(Cc4ccc5c(c4)OCO5)CC3)nc12	-14	2	.	9	0.5	.	0	35
62	Cc1ccc(N2C(=O)CCC2(C#N)c2ccccc2)cc1 (stereo not drawn)	-2	-1	14	-11	0.0	2.6	4	-4
63	CCCOc1ccc(OCCn2nc(C(=O)O)c3ccccc3c2=O)cc1	0	3	11	-4	0.6	-0.3	9	-5
64	COc1cc(/C=N/NC(=O)c2ccc(CSc3nc4ccccc4[nH]3)cc2)cc(OC)c1OC	.	.	-30	44	0.1	.	.	-5
65	Cc1ccc(COCC(CC(C)C)N2CCN(C(=O)c3cccc(C(F)(F)F)c3)CCC2=O)cc1 (stereo not drawn)	2	0	-15	25	-0.1	2.2	3	.
66	Cc1cc(C)c(NC(=O)CCc2c(C)noc2C)c(C)c1	-5	1	0	-6	0.3	-3.1	2	-6
67	CCOP(=O)(OCC)C(NC(=O)Nc1cccc(Cl)c1)C(N)=O (stereo not drawn)	0	1	-6	-7	0.4	1.4	0	.
68	O=C(CSc1n[nH]c(=O)n1Cc1ccco1)Nc1ccccc1Cl	6	.	.	10	0.0	-1.1	3	2
